Screens as filed in PubChem BioAssay.
GPR55 antagonists – GPR55 antagonists blocking LPI-driven arrestin recruitment, primary screen, imaging, U2OS, beta-arrestin-GFP, LPI agonist (AID 2013) | one-dose inhibition, % at 10 µM; IC50 in µM for titrated hits | 290,000 tested, 0.13% active | U2OS GPR55 beta-arrestin-GFP translocation imaging, LPI antagonism; higher % means a stronger effect;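 active = spots per cell inhibited over 60%, with over 100 cells counted and total cytoplasm intensity under 500,000; inconclusive = wells with under 100 cells, flagged as likely toxic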;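 also: U2OS cells stably carrying GPR55 and arrestin-GFP stimulated by 5 µM LPI near EC80; imaged beta-arrestin-GFP aggregate spots per cell after agonist stimulation; plate controls were LPI-stimulated DMSO wells for no effect and DMSO wells without LPI for full effect; some results filed as inactive read as strong as hits; confirmed hits need IC50 under 10 µM and bright autofluorescent wells are also inconclusive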
NS5 inhibitors – flavivirus cap methylation enzyme inhibition – biochemical, confirmation dose response, primary screen (AID 588689). 340,000 tested, 0.3% active. one-dose inhibition, % at 25 µM; IC50 in µM for titrated hits. Dengue-2 NS5 methyltransferase capping enzyme assay, biochemical; higher % means a stronger effect; in the data active = a potency from the dose series; inconclusive = inhibition above about 29% without an active follow-up result
KOR beta-arrestin-1 – KOR antagonists, beta-arrestin recruitment, cell-based, luminescence, uHTS (AID 1778); KOR beta-arrestin recruitment, luminescence, antagonist mode; higher % means a stronger effect; inhibition, % at 10 µM, or IC50 in µM where a hit was titrated; 290,000 tested, 0.091% active; in the data active = inhibition above about 50%; also: strong numbers were not always called active
HIV peptide binding – cell-free HIV fusion peptide-binding blockers – biochemical, uHTS, fluorescence dequenching, primary screen (AID 1986) | cell-free peptide binding, fluorescence dequenching, 30 min; higher % means a stronger effect | 290,000 tested, 0.3% active | inhibition, % at 20 µM, or IC50 in µM where a hit was titrated; in the data active = inhibition mostly above about 52%, no sharp cut-off; inactive = mostly below about 76%; also: some results filed as inactive read as strong as hits
West Nile antiviral – inhibition of WNV-induced cytopathic effect – cell-based, CPE readout (AID 1621); one-dose CPE inhibition, % at 10 µM; IC50 in µM for titrated hits; 290,000 tested, 0.02% active; West Nile virus-infected cells, CPE inhibition; higher % means a stronger effect; in the data active = a potency from the dose series; inconclusive = CPE inhibition mostly from about 3.7% at the one dose, without a potency; inactive = the rest, 99 in 100 with CPE inhibition below about 2.2%; also: strong numbers were not always called active
GPR55 beta-arrestin – GPR55 agonists via beta-arrestin recruitment, primary screen, imaging, U2OS cells, beta-arrestin-GFP redistribution (AID 1961); U2OS GPR55 beta-arrestin-GFP redistribution imaging; higher % means a stronger effect; 290,000 tested, 0.048% active; activation, % at 10 µM; hits with a dose series show EC50 in µM;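 active = activation above 40% with more than 50 cells counted in the well; inconclusive = wells holding fewer than 50 cells, flagged as toxic or sparse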;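 also: U2OS osteosarcoma cells stably expressing GPR55 and beta-arrestin-GFP; plate controls were DMSO negative control for no effect and LPI positive control for full effect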
NOD1 NF-kB reporter – NOD1 signaling inhibitors, primary screen, cell-based, luminescence, uHTS (AID 1578); 290,000 tested, 1% active; one-dose inhibition, % at 4 µM; EC50 in µM for titrated hits; NOD1-driven NF-kB luciferase reporter cells, luminescence; higher % means a stronger effect; in the data active = inhibition mostly above about 36%, no sharp cut-off; inactive = mostly below about 34%;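 also: HEK-293T reporter cells stimulated with the NOD1 agonist gamma-tri-DAP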
GPR35 arrestin U2OS – GPR35 antagonists blocking zaprinast-driven arrestin recruitment, primary screen, imaging, U2OS, beta-arrestin-GFP, zaprinast agonist (AID 2058). inhibition, % at 10 µM; hits with a dose series show IC50 in µM. U2OS GPR35 beta-arrestin-GFP translocation imaging, zaprinast antagonism; higher % means a stronger effect. 290,000 tested, 0.052% active;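 active = inhibition of at least 50% with at least 30 cells and total cytoplasm GFP at most 10,000,000; inconclusive = under 30 cells or total GFP of 10,000,000 plus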
KOR beta-arrestin-2 – kappa opioid receptor activators – cell-based, luminescence, uHTS, primary screen (AID 1777) | one-dose activation, % at 10 µM; EC50 in µM for titrated hits | KOR beta-arrestin recruitment, luminescence; higher % means a stronger effect | 280,000 tested, 0.02% active; in the data active = activation above about 50%, passing the limit was not always enough; also: a part of the inactive calls stands beside numbers as strong as those of hits
* marks the source's active call; other numbers are inactive results; ? = inconclusive; nt = no result given; [ ] = dose if it differs, or a comment. Not all compounds are listed. The share of hits here may be higher or lower than overall.

SMILES	GPR55 antagonists	NS5 inhibitors	KOR beta-arrestin-1	HIV peptide binding	West Nile antiviral	GPR55 beta-arrestin	NOD1 NF-kB reporter	GPR35 arrestin U2OS	KOR beta-arrestin-2
O=C(NC(=S)NNS(=O)(=O)c1ccccc1)c1ccc([N+](=O)[O-])cc1	13%	9%	26%	4.1%	0.0%	-0.6%	-10%	-7%	5.9%
COc1ccccc1/C=C\C=N\NC(=O)CCn1nnc2ccccc21	3%	-8%	-3%	-2.5%	-0.6%	1.4%	-3%	-19%	4.1%
O=C1CCC[C@@H]2[C@H]3CCC[N+]4([O-])CCC[C@@H](CN12)[C@@H]34 (some centres undefined)	17%	-5%	-11%	0.4%	0.3%	-0.1%	9%	14%	3.7%
Cc1cccc(C)c1NC(=O)CN(C)C(=O)C(c1ccccc1)c1ccccc1	11%	-4%	-15%	2.1%	-1.2%	0.4%	-17%	8%	8.7%
CC1CCN(CCc2nc3cc(NC(=O)NC4CCCCC4)ccc3n2C)CC1	6%	-2%	-9%	0.9%	-0.8%	-0.1%	-5%	2%	4.3%
CC1CCN(CCCNC(=O)CCCNC(=O)Cn2cnc3sc4c(c3c2=O)CCCC4)CC1	4%	-2%	-6%	0.9%	0.0%	0.2%	-8%	2%	-2.0%
COc1ccc(Cl)cc1NC(=S)Nc1ccc(Cl)cn1	8%	4%	4%[20 µM]	-1.8%	0.1%	-0.1%	-26%	0%	-8.7%
Cc1nnc(SCc2cc(=O)n3[nH]cnc3n2)s1	17%	4%	38%	-1.6%	-0.1%	-0.2%	-5%	-9%	-5.6%
COC(=O)c1nn(-c2ccccc2)c(Sc2ccccc2)c1/C=N/O	5%	9%	15%	-1.8%	0.1%	-0.3%	-3%	7%	2.1%
CCN(CCn1cccn1)C(=O)c1cc(COc2cccc3cccnc23)on1	14%	2%	-15%	1.0%	-0.5%	-0.3%	-19%	-8%	-5.1%
CNCc1ccccc1Sc1cccc2ccccc12	-3%	-6%	6%	-1.0%	-1.4%	-0.3%	-5%	-4%	5.9%
OC1(c2ccccc2)c2ccccc2-c2ncccc21 (centres undefined)	9%	3%	-9%	-1.5%	-0.1%	0.3%	-40%	-1%	-2.6%
CCOC(=O)c1[nH]nc2c1C(=O)N(Cc1ccccc1)C2=O	28%	-1%	-2%	-1.7%	0.3%	-0.1%	-15%	-1%	11%
CCCc1cc(NCc2ccccn2)n2c(nc3ccccc32)c1C#N	-22%	-18%	-17%	1.6%	-0.3%	-0.3%	-28%	4%	0.0%
COc1ccc(NC2CC(=O)N(c3cccc([N+](=O)[O-])c3)C2=O)cc1 (centres undefined)	16%	5%	-12%	0.9%	0.5%	-0.2%	-33%	0%	0.6%
CCOC(=O)N1CCN(C(=S)Nc2ccc(C)cc2)CC1	4%	-2%	18%	1.0%	0.5%	0.1%	-26%	7%	9.3%
CCCC(C(=O)N1CCOCC1)N1C(=O)C2C3C=CC(C3)C2C1=O (centres undefined)	7%	-1%	-11%	-0.8%	0.2%	0.3%	7%	8%	0.0%
CCN1CCN(CC(=O)N2N=C(c3ccc(OC)cc3)CC2c2ccc(OC)cc2)C(=O)C1=O (centres undefined)	3%	0%	7%	-1.0%	-0.3%	0.6%	-13%	13%	-4.3%
O=C(O)CC(c1ccc(Br)cc1)N1Cc2ccccc2C1=O (centres undefined)	2%	0%	-1%	1.8%	-0.3%	0.2%	-7%	10%	-4.8%
O=C(c1ccc(F)cc1F)N1CCN(c2n[nH]c(=O)[nH]c2=O)CC1	2%	-2%	-10%	0.6%	-0.5%	0.1%	-25%	5%	0.3%
Cc1oc(-c2cccs2)nc1CS(=O)CC(=O)NC1CCCCCC1 (centres undefined)	5%	-4%	-12%	0.9%	-0.4%	-0.1%	-4%	-3%	0.8%
CCOC(=O)c1csc(NC(=O)C2=COCCO2)n1	4%	8%	-39%	2.5%	-0.1%	-0.1%	-64%	2%	4.0%
Nn1c(SCC(=O)Nc2c(F)cc(F)cc2Br)nnc1C1CCCCC1	12%	-3%	-4%	-0.7%	-0.6%	0.2%	-15%	12%	-4.1%
CC(C)=C1C(=O)NN(c2cccc(Cl)c2)C1=O	6%	3%	-31%	60%	0.0%	-0.4%	-30%	-4%	2.5%
CCCN1CNc2c(c(=O)[nH]c(=S)n2CCc2ccccc2)C1	14%	0%	-3%	-1.5%	0.4%	-0.3%	-7%	22%	-4.0%
Going on with the list.
SMILES	GPR55 antagonists	NS5 inhibitors	KOR beta-arrestin-1	HIV peptide binding	West Nile antiviral	GPR55 beta-arrestin	NOD1 NF-kB reporter	GPR35 arrestin U2OS	KOR beta-arrestin-2
c1ccc2c(OCCCCN3CCCC3)cccc2c1	14%	nt	-3%	0.6%	-1.6%	-0.2%	-15%	-2%	1.2%
COc1ccc(-c2noc(CCc3ccccc3)n2)cc1	4%	1%	-21%[20 µM]	-1.5%	-0.2%	-0.1%	-35%	-16%	-6.5%
CC1CC(C)CN(c2cc3c(cc2[N+](=O)[O-])C(=O)N(c2ccccc2)C3=O)C1 (centres undefined)	8%	-1%	16%	2.1%	0.5%	-0.3%	-12%	-8%	5.0%
O=C(/C=C/c1ccco1)Nc1cccnc1	-8%	7%	-4%[20 µM]	2.5%	0.6%	-0.1%	-41%	1%	nt
CCOC(=O)N1CCC(c2nc3ccccc3[nH]2)CC1	9%	12%	-18%	0.3%	-0.5%	-0.1%	-6%	12%	-6.4%
Cc1c(Cl)cccc1-n1ccnc1SCC(=O)O	7%	5%	-28%	1.4%	-0.3%	0.2%	-21%	8%	-2.1%
CCCCOc1ccc(C(=O)N(C)CC(=O)Nc2ccc(C)cc2)cc1	-1%	6%	14%	0.2%	-0.2%	0.0%	-2%	-10%	-4.4%
CC1(C)CC(NC(=O)c2ccc(-c3ccc([N+](=O)[O-])cc3)o2)CC(C)(C)N1	5%	2%	15%	-1.7%	2.0%	-0.1%	-62%	-10%	3.5%
O=C(CSc1ccccn1)N1CCN(c2cccc(Cl)c2)CC1	-5%	-15%	-5%	-2.0%	-1.6%	-0.2%	17%	4%	-3.8%
O=C(CN1CCN(S(=O)(=O)c2ccc(Br)cc2)CC1)Nc1ccccc1C(=O)c1ccccc1	-8%	-6%	-39%	-1.7%	-0.4%	0.3%	6%	-21%	3.8%
CNC(=O)C1=C(C)NC(=S)NC1c1cc2c(cc1OC)CCCC2 (centres undefined)	12%	-10%	-5%	-2.6%	0.9%	0.1%	-22%	-13%	-0.8%
CCOc1ccc(S(=O)(=O)N2CCC(C(=O)NCc3cccnc3)CC2)cc1Cl	7%	10%	7%	1.0%	0.2%	0.0%	-23%	-12%	5.4%
Cc1ccc(N2C(=O)c3ccc(C(=O)Nc4cccnc4)cc3C2=O)c(C)c1	8%	0%	-5%	-1.2%	-0.1%	-0.2%	-3%	-13%	-3.7%
CCOc1cc(N2CCOCC2)c(OCC)cc1NC(=O)c1ccc(OC)cc1	9%	-7%	-6%	-2.3%	-0.8%	0.1%	-6%	11%	-0.8%
CCCCNC(=O)CCC(=O)Nc1ccc2nc(N3CCOCC3)cc(C)c2c1	27%	-7%	-5%	3.3%	-0.6%	0.3%	-28%	17%	1.4%
CCCCC(O)(CCCC)C(=O)NN(C(=O)c1cccnc1Cl)c1ccccc1	6%	1%	13%	-1.2%	0.1%	-0.1%	-6%	3%	-0.7%
COc1ccc(NC(=O)c2ccc(OC(=S)N(C)c3ccc(OC)cc3)cc2)cc1	4%	-2%	18%	5.1%	-0.3%	-0.1%	-46%	-3%	-2.3%
O=C(O)C/C(=C\c1ccc(Cl)cc1)c1nc2ccccc2o1	-11%	nt	12%	2.6%	0.2%	0.2%	-35%	-6%	-0.9%
Cc1ccccc1Cn1cc(NC(=O)c2cc(-c3cccs3)on2)cn1	20%	-14%	-14%	-1.1%	?	0.6%	9%	-13%	8.3%
COC(C(=O)Nc1ccnn1C1CCN(C(=O)c2cccc(F)c2)CC1)c1ccccc1 (centres undefined)	34%	-5%	-16%	0.2%	0.3%	-0.2%	-28%	-11%	-5.4%
CCCCCC(=O)NN1C(=S)N(c2ccc(OC)cc2)C(=O)C1CC(=O)Nc1ccccc1 (centres undefined)	4%	nt	16%	0.4%	-0.2%	0.2%	-8%	-6%	0.0%
CC1(C)CC2CC(C)(CN2C(=O)C23CCC(C)(C(=O)C2)C3(C)C)C1 (centres undefined)	9%	-8%	nt	-2.7%	-0.6%	-0.2%	-10%	-5%	0.0%
CCCc1cc(=O)oc2c(C)c(OCC(=O)NCCCN3CCOCC3)ccc12	-2%	-3%	-23%	1.0%	-0.4%	-0.1%	14%	20%	1.1%
CCN1CCN(C(=S)Nc2cccc(Cl)c2)CC1	-8%	-2%	7%	-0.7%	1.1%	0.2%	-24%	-6%	-2.0%
O=C(Cc1cccs1)NNC(=O)C12CC3CC(CC(C3)C1)C2	4%	-3%	-31%	-0.3%	0.0%	0.2%	-3%	0%	11%
CN1CCc2c(sc(NC(=O)c3ccc([N+](=O)[O-])o3)c2C(N)=O)C1	10%	7%	28%	2.3%	1.0%	0.3%	21%	8%	-4.5%
COc1ccc(-c2cc3c(=O)n(CC(=O)NCCN4CCCC4)nc(C)n3n2)cc1	6%	-7%	-10%	0.4%	0.2%	-0.2%	-25%	15%	4.0%
Cc1cc(=O)oc2cc(N3C(=O)CC(Cc4ccccc4)C3=O)ccc12 (centres undefined)	16%	-1%	-38%[20 µM]	1.4%	-0.2%	-0.1%	-33%	8%	nt
Cc1ccc(Nc2cc(C)c3c(O)cccc3n2)cc1C	8%	-8%	-25%	-2.7%	0.1%	0.0%	-18%	28%	3.7%
Cc1cc(N2C(=O)C(O)=C(C(=O)c3cccs3)C2c2ccc(F)cc2)no1 (centres undefined)	15%	8%	14%	-0.5%	0.0%	-0.1%	-13%	1%	0.6%

4 compounds out of the list, sorted by molecular weight, falling:
SMILES	GPR55 antagonists	NS5 inhibitors	KOR beta-arrestin-1	HIV peptide binding	West Nile antiviral	GPR55 beta-arrestin	NOD1 NF-kB reporter	GPR35 arrestin U2OS	KOR beta-arrestin-2
COc1ccc(-c2cc3c(=O)n(CC(=O)NCCN4CCCC4)nc(C)n3n2)cc1	6%	-7%	-10%	0.4%	0.2%	-0.2%	-25%	15%	4.0%
CCCc1cc(=O)oc2c(C)c(OCC(=O)NCCCN3CCOCC3)ccc12	-2%	-3%	-23%	1.0%	-0.4%	-0.1%	14%	20%	1.1%
CCOc1cc(N2CCOCC2)c(OCC)cc1NC(=O)c1ccc(OC)cc1	9%	-7%	-6%	-2.3%	-0.8%	0.1%	-6%	11%	-0.8%
CC1(C)CC(NC(=O)c2ccc(-c3ccc([N+](=O)[O-])cc3)o2)CC(C)(C)N1	5%	2%	15%	-1.7%	2.0%	-0.1%	-62%	-10%	3.5%
